Bioassay records (PubChem BioAssay)
Sm TGR inh: qHTS Assay for the Inhibitors of Schistosoma Mansoni Peroxiredoxins. Potency, µM (series often up to 114 µM), inactives show at the highest dose activity change, negative = inhibition, actives largely listed as inhibitors. Schistosoma mansoni thioredoxin glutathione reductase (TGR), Q962Y6. purified TGR, DTNB reduction, TNB absorbance 405 nm. 3% of 360,000 active; further: potency means the concentration at half of the fitted maximal effect; on the % scale 0 is the no-effect control and ±100 the full control effect; nearly all actives have a fitted effect of over 60% in size
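Kinetic colorimetric format: TGR-catalysed, NADPH-driven DTNB reduction monitored via TNB absorbance. Enzyme dispensed at 20 nM; compound exposure 15 min at room temperature before reaction start.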
Pf growth 96h: Primary qHTS for delayed death inhibitors of the malarial parasite plastid, 96 hour incubation. P. falciparum luciferase reporter growth, 96 h. Potency, µM (top dose mostly 28.7 µM), for the others: top-dose activity change, negative = inhibition, usual class: inhibitors. 6.9% of 320,000 active; further: potency means the concentration at half of the fitted maximal effect; on the % scale 0 is the no-effect control and ±100 the full control effect
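Readout is luminescence from an integrated firefly luciferase in P. falciparum. Red cells, 2% hematocrit and 0.05% parasitemia final, were cultured with compound through two parasite generations (96 hours) at 37 C, 5% CO2.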
FBPA Giardia inh: qHTS Assay for Inhibitors of Fructose-1,6-bisphosphate Aldolase from Giardia Lamblia. AID 2451, 2010. Potency, µM (highest dose often 59.6 µM), inactives show at the highest dose activity, negative = inhibition, actives largely listed as inhibitors. purified Giardia FBPA. 0.71% of 290,000 active. A8B2U2; further: potency means the concentration at half of the fitted maximal effect; on the % scale 0 is the no-effect control and ±100 the full control effect; nearly all actives have a fitted effect of over 55% in size
Target sequence (A8B2U2 whole entry, looked up): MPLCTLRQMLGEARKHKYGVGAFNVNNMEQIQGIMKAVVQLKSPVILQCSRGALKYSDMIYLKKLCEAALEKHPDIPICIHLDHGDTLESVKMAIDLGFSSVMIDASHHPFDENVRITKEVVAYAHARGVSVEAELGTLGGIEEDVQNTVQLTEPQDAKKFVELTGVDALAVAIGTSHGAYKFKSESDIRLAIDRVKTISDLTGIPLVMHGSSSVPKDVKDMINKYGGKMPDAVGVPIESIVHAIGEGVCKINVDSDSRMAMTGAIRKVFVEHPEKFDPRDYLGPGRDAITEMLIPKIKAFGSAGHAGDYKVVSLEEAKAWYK
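Giardia FBPA (40 nM reagent) was preincubated 10 min at RT with compound (up to 57.5 uM final), then substrate plus GAPDH/TPI/NAD/arsenate coupling system with diaphorase/resazurin was added; resorufin fluorescence (525/598 nm) was read after 20 min.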
Cycloheximide cs: Cycloheximide Counterscreen for Small Molecule Inhibitors of Shiga Toxin | max response, % | AID 2314, 2010 | cell reporter, cycloheximide protein synthesis inhibition counterscreen | 12% of 300,000 active; in the data active means max response mostly above about 13%, no sharp cut-off; inactive means mostly below about 14%; further: read at 38.3 µM for the half of the compounds with a filed dose; 0% is about no effect
Pf growth 48h: Primary qHTS for delayed death inhibitors of the malarial parasite plastid, 48 hour incubation | P. falciparum luciferase growth in erythrocytes, 48 h | Potency, µM (doses to about 28.7 µM), for the others: at the top dose activity change, negative = inhibition, hits mostly inhibitors | 5.9% of 310,000 active | AID 504832, 2011; further: potency means the concentration at half of the fitted maximal effect; on the % scale 0 is the no-effect control and ±100 the full control effect
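Parasite viability was followed by luminescence of a genomically integrated firefly luciferase. Cultures held 0.1% parasitemia at 2% hematocrit (final), incubated under 5% CO2 at 37 C.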
Shiga toxin inh: A qHTS for Small Molecule Inhibitors of Shiga Toxin. 9.2% of 290,000 active. inhibition, % at 38.7 µM. AID 2315, 2010. Vero cells, Shiga toxin protein synthesis inhibition reporter; in the data active means inhibition mostly above about 28%, no sharp cut-off; inactive means mostly below about 43%; further: 0% is about no effect
Numbers without * were called inactive; [ ] = remark or other dose. Unless noted, the call rests on the fitted dose curve; in most records, active means well fitted curve in the direction sought with a large enough effect; inconclusive means small, poorly fitted or top-dose-only effect, or another doubt; inactive means no such curve, though single readings can be large; an effect the other way counts as inactive or inconclusive. An unsorted share of the library, and some 24% of all compounds hit somewhere here.

Screening COCCNC(=O)C(c1ccco1)N(C(=O)Cn1nnc2ccccc21)c1cccc(C)c1C (stereo not drawn) returned Sm TGR inh -2%, Pf growth 96h 45%[activator], FBPA Giardia inh -4%, Cycloheximide cs -2, Pf growth 48h -15% and Shiga toxin inh 3.
For COc1ccc(NC(=O)c2cc3c([nH]c4ccccc43)c(C)n2)cc1 the results were Sm TGR inh 1%, Pf growth 96h 9.3µM*, FBPA Giardia inh -5%, Cycloheximide cs -1, Pf growth 48h inconclusive and Shiga toxin inh 16.
Screening COc1ccc(C(=O)c2oc3ccc(Br)cc3c2NC(C)=O)cc1 returned Sm TGR inh 14%, Pf growth 96h inconclusive, FBPA Giardia inh 5%, Cycloheximide cs -6 and Shiga toxin inh 5.
`Cn1c(=O)c2c(ncn2CC(=O)OCC(=O)NCCc2ccccc2)n(C)c1=O` gave Sm TGR inh 1%, Pf growth 96h 51%[activator] and Pf growth 48h 20%.
`CCOC(=O)c1ccccc1NC(=O)CSc1nc(N)cc(=O)[nH]1` gave Sm TGR inh 37%[activator], Pf growth 96h 9%, FBPA Giardia inh 9%, Cycloheximide cs -1, Pf growth 48h 22% and Shiga toxin inh -7.
Screening Cc1ccc(OCc2n[nH]c(=S)n2Cc2ccccc2)cc1 returned Sm TGR inh 5%, Pf growth 96h -48%, FBPA Giardia inh 8%, Cycloheximide cs 0, Pf growth 48h 16% and Shiga toxin inh -3.
O=C(CSc1nc(NS(=O)(=O)c2ccccc2)cc(=O)[nH]1)Nc1ccc(F)cc1 was read as Sm TGR inh -20%, Pf growth 96h 1.9µM*, FBPA Giardia inh 3%, Cycloheximide cs -2, Pf growth 48h -20% and Shiga toxin inh -6.
Screening CCn1cc(CN2CCCC(C(=O)Nc3ccc(-c4nc5ccccc5[nH]4)cc3)C2)c(C)n1 (stereo not drawn) returned Sm TGR inh inconclusive, Pf growth 96h 26%, Cycloheximide cs 26*, Pf growth 48h 2.1µM* and Shiga toxin inh 34.
For Cc1ccc2c(c1)C1CN(C)CCC1N2C(=S)Nc1ccc(OC(F)F)cc1 (stereo not drawn) the results were Sm TGR inh -4%, Pf growth 96h 30%, FBPA Giardia inh -3%, Cycloheximide cs -2, Pf growth 48h 2% and Shiga toxin inh 15.
For Cc1cccc(NC(=O)Cc2ccc(Br)cc2)n1 the results were Sm TGR inh -3%, Pf growth 96h -9%, FBPA Giardia inh -2%, Cycloheximide cs 33* and Pf growth 48h 63%[activator].
For Cc1ccc(NC(=O)C(C)N2C(=O)c3ccccc3C2=O)cc1S(=O)(=O)N1CCOCC1 (stereo not drawn) the results were Sm TGR inh 14%, Pf growth 96h -4%, FBPA Giardia inh 1%, Cycloheximide cs 8, Pf growth 48h 6% and Shiga toxin inh -16.
`C/C(CC(=O)N(C(C)C)C(C)C)=N\NC(=O)COc1ccc(Br)cc1Br` gave Sm TGR inh 1%, Pf growth 96h -7%, FBPA Giardia inh 6%, Cycloheximide cs 5, Pf growth 48h 5% and Shiga toxin inh 9.
COC(=O)[C@H](CC(C)C)NC(=O)NCc1ccc(Cl)cc1 was read as Sm TGR inh -8%, Pf growth 96h 40%[activator], FBPA Giardia inh 0%, Cycloheximide cs -1, Pf growth 48h 12% and Shiga toxin inh 15.
Cc1ccc(NC(=O)CNc2ccc(OC(C)C)cc2)cc1 was read as Sm TGR inh -30%, Pf growth 96h 44%, FBPA Giardia inh -14%, Cycloheximide cs 16* and Shiga toxin inh 10.
Screening O=C(Nc1ccccc1NC(=O)NC1CCCCC1)NC1CCCCC1 returned Sm TGR inh 0%, FBPA Giardia inh 2%, Cycloheximide cs 27*, Pf growth 48h 32%[activator] and Shiga toxin inh 35.
Cc1cc(C)c(OC2(c3ccccc3)OC(=O)c3ccccc32)c(C)c1 (stereo not drawn) was read as Sm TGR inh 4%, Pf growth 96h inconclusive, FBPA Giardia inh -5%, Cycloheximide cs 8, Pf growth 48h inconclusive and Shiga toxin inh -5.
`COc1ccc(C(CNC(=O)CCOc2ccccc2)N(C)C)cc1` (stereo not drawn) gave Sm TGR inh -2%, Pf growth 96h -25%, FBPA Giardia inh 6%, Cycloheximide cs 9 and Shiga toxin inh 36.
For O=C(c1ccco1)n1nc(NCc2ccccc2)nc1NCc1ccccc1 the results were Sm TGR inh 1%, Pf growth 96h -26%, FBPA Giardia inh -8%, Cycloheximide cs 9.9*, Pf growth 48h -16% and Shiga toxin inh 37*.
`CC1CN(Cc2nc3c(c(=O)[nH]c(=O)n3C)n2CCCc2ccccc2)CC(C)O1` (stereo not drawn) gave Sm TGR inh 2%, Pf growth 96h -10%, FBPA Giardia inh -6%, Cycloheximide cs -4, Pf growth 48h -18% and Shiga toxin inh -3.
CC(C)(C)c1ccc(C(=O)CC(=O)c2cc(Cl)ccc2O)cc1 was read as Sm TGR inh 6%, FBPA Giardia inh -3%, Cycloheximide cs 12, Pf growth 48h 4.7µM* and Shiga toxin inh 53.
COc1ccc(/C=C/C(=O)NC(=S)N2CCCC(C(N)=O)C2)cc1 (stereo not drawn) was read as Sm TGR inh 3%, Pf growth 96h inconclusive, Cycloheximide cs 13, Pf growth 48h -19% and Shiga toxin inh 12.
For CCOC(=O)c1c(C)[nH]c(C(=O)OCC(=O)N(C)c2c(N)n(Cc3ccccc3)c(=O)[nH]c2=O)c1C the results were Sm TGR inh 0%, Pf growth 96h inconclusive and Pf growth 48h inconclusive.
CN(C)C(=O)CSc1nc(-c2cccs2)c(-c2cccs2)[nH]1 was read as Sm TGR inh -15%, Pf growth 96h 57%[activator], FBPA Giardia inh -24%, Cycloheximide cs -1, Pf growth 48h 38%[activator] and Shiga toxin inh -10.
`NS(=O)(=O)c1ccc(CCNC(=O)C(=O)NCC2OCCN2S(=O)(=O)c2ccc(F)cc2)cc1` (stereo not drawn) gave Sm TGR inh -3%, Pf growth 96h 39%[activator], FBPA Giardia inh -5%, Cycloheximide cs 9, Pf growth 48h 31%[activator] and Shiga toxin inh 5.
`Cc1ccc(-n2cc(CNCCc3ncc(C)[nH]3)c(-c3ccc(F)cc3)n2)cc1` gave Sm TGR inh 0%[57.1 µM], Pf growth 96h 20%, FBPA Giardia inh 0%, Cycloheximide cs 14*, Pf growth 48h 1.7µM* and Shiga toxin inh 7.
`Cc1ccc(-n2nnnc2SCC(=O)NNC(=O)c2ccco2)cc1C` gave Sm TGR inh 5%, Pf growth 96h 8%, FBPA Giardia inh 7%, Cycloheximide cs 0, Pf growth 48h -12% and Shiga toxin inh 8.
`Cc1ccc(S(=O)(=O)N2CCN(C(=O)COC(=O)C3CCC3)CC2)c(C)c1` gave Sm TGR inh -16%, Pf growth 96h 23% and Pf growth 48h 7%.
For O=C(O)c1ccccc1S(=O)(=O)NCC(O)COc1ccc(Br)cc1 (stereo not drawn) the results were Sm TGR inh -4%, FBPA Giardia inh 24%, Cycloheximide cs -3, Pf growth 48h -4% and Shiga toxin inh 15.
`Cc1cccc(N2C(=O)CC(N(C(=O)c3ccco3)c3cccc(C)c3)C2=O)c1` (stereo not drawn) gave Sm TGR inh -4%, FBPA Giardia inh 5%, Cycloheximide cs -5, Pf growth 48h -16% and Shiga toxin inh -2.
Screening CCCCC1(C)Cc2ccccc2C(=S)N1 (stereo not drawn) returned Sm TGR inh 7%, Pf growth 96h 32%[activator], FBPA Giardia inh 0%, Cycloheximide cs -3, Pf growth 48h inconclusive and Shiga toxin inh -9.
`COc1ccc(NC(=O)CN(C)C(=O)c2cc(S(=O)(=O)N(C)C)ccc2N2CCCC2)cc1` gave Sm TGR inh -7%, Pf growth 96h 9% and Pf growth 48h -8%.
For COc1ccc(N(Cc2ccc(N(C)C)cc2)C(=O)c2ccc(S(C)(=O)=O)cc2)cc1 the results were Sm TGR inh -18%, Pf growth 96h inconclusive, FBPA Giardia inh 2%, Cycloheximide cs -2, Pf growth 48h inconclusive and Shiga toxin inh -11.
`NS(=O)(=O)c1ccc(N2N=C(c3ccccc3)CC2c2ccc(F)cc2)cc1` (stereo not drawn) gave Sm TGR inh 0%, Pf growth 96h inconclusive, FBPA Giardia inh -7%, Cycloheximide cs -3, Pf growth 48h 12µM* and Shiga toxin inh -4.
`Cc1cc(=O)oc2c3c(cc(OCC(=O)NC(C)C)c12)OC(C)(C)CC3` gave Sm TGR inh -5%, Pf growth 96h inconclusive, FBPA Giardia inh 0%, Cycloheximide cs -4, Pf growth 48h 9.3µM* and Shiga toxin inh -8.
For CN1C(=O)N(C)C2(c3ccccc3)NC(=O)NC12c1ccccc1 (stereo not drawn) the results were Sm TGR inh -23%, Pf growth 96h inconclusive, FBPA Giardia inh 2%, Cycloheximide cs -2, Pf growth 48h -6% and Shiga toxin inh 26.
Screening CC(=O)N(c1ccccc1)c1nc(/C=C/C(=O)Nc2c(C)cc(C)cc2C)cs1 returned Sm TGR inh 0%, Pf growth 96h inconclusive, FBPA Giardia inh 9%, Cycloheximide cs -2, Pf growth 48h inconclusive and Shiga toxin inh 11.
Screening Cc1ccnc(NC(=O)c2cc(S(=O)(=O)N3CCCCC3)ccc2Cl)c1 returned Sm TGR inh 8%, Pf growth 96h inconclusive, FBPA Giardia inh -9%, Cycloheximide cs 0 and Shiga toxin inh -7.
`CCCCS(=O)(=O)/C=C\C=C/S(=O)(=O)CCCC` gave Sm TGR inh 2.2µM*, Pf growth 96h inconclusive, FBPA Giardia inh 9%, Cycloheximide cs -9, Pf growth 48h 9.3µM* and Shiga toxin inh -26.
C=CCn1c(=O)c(C(=O)NC2CC2)c(O)c2cc(OC)c(OC)cc21 was read as Sm TGR inh 4%, Pf growth 96h 12µM*, FBPA Giardia inh 3%, Cycloheximide cs -2, Pf growth 48h 5% and Shiga toxin inh -2.
For O=C(COc1c(Cl)cccc1Cl)NN1C(=O)CSC1=S the results were Sm TGR inh 0%, Pf growth 96h 66%[activator], FBPA Giardia inh -8%, Cycloheximide cs -2, Pf growth 48h 23% and Shiga toxin inh -8.
`N#Cc1c(-c2ccccc2)cc(-c2ccco2)c(C#N)c1N` gave Sm TGR inh 2.8µM*, FBPA Giardia inh inconclusive, Cycloheximide cs 21, Pf growth 48h 4% and Shiga toxin inh 27.
COc1cc(S(=O)(=O)N2CCC(c3nc4ccccc4s3)CC2)ccc1S(=O)(=O)N1CC(C)CC(C)C1 (stereo not drawn) was read as Sm TGR inh 3%, Pf growth 96h 21%, FBPA Giardia inh 1%, Cycloheximide cs -1, Pf growth 48h inconclusive and Shiga toxin inh -1.

A stretch from further up, for reference:
C=CCn1c(=O)c(C(=O)NC2CC2)c(O)c2cc(OC)c(OC)cc21 was read as Sm TGR inh 4%, Pf growth 96h 12µM*, FBPA Giardia inh 3%, Cycloheximide cs -2, Pf growth 48h 5% and Shiga toxin inh -2.
For O=C(COc1c(Cl)cccc1Cl)NN1C(=O)CSC1=S the results were Sm TGR inh 0%, Pf growth 96h 66%[activator], FBPA Giardia inh -8%, Cycloheximide cs -2, Pf growth 48h 23% and Shiga toxin inh -8.
`N#Cc1c(-c2ccccc2)cc(-c2ccco2)c(C#N)c1N` gave Sm TGR inh 2.8µM*, FBPA Giardia inh inconclusive, Cycloheximide cs 21, Pf growth 48h 4% and Shiga toxin inh 27.
COc1cc(S(=O)(=O)N2CCC(c3nc4ccccc4s3)CC2)ccc1S(=O)(=O)N1CC(C)CC(C)C1 (stereo not drawn) was read as Sm TGR inh 3%, Pf growth 96h 21%, FBPA Giardia inh 1%, Cycloheximide cs -1, Pf growth 48h inconclusive and Shiga toxin inh -1.
